hcGAS lum = Primary biochemical luminescence assay for human cyclic GMP-AMP synthase inhibitors. recombinant h-cGAS, ATP depletion, Kinase-Glo luminescence. 290,000 compounds, 0.081% hits. inhibition, % at 12.5 µM. Q8N884;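 further: 0% = vehicle reaction and 100% = reaction without DNA for no activity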
Target sequence (Q8N884 whole entry, looked up): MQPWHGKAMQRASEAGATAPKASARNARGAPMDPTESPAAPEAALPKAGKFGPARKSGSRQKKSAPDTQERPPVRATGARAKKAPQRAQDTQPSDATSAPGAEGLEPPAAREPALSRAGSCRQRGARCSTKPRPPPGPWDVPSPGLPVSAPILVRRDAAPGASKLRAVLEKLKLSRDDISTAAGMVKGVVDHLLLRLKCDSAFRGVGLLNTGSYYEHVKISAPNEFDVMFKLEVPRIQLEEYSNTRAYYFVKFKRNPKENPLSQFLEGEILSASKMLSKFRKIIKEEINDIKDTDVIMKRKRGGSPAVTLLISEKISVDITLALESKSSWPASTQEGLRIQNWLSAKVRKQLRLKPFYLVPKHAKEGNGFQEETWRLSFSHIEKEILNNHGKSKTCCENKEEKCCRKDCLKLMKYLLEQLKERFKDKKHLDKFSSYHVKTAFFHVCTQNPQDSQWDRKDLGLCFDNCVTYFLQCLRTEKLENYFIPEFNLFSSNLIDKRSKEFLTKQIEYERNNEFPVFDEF
NPYLR7 ag = agonists of mosquito NPYLR7 receptor, primary screen, cell-based, Aedes aegypti, calcium fluorescence, mosquito biting behavior; 270,000 compounds, 0.15% hits; activation, % at 10 µM; HEK293T NPYLR7/Galpha15, GCaMP6s calcium fluorescence; Aedes aegypti neuropeptide Y-like receptor 7 (NPYLR7); AID 1259423, 2018; in the data active means activation above about 40%;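 further: 0% = vehicle and 100% = reference agonist at the receptor; some compounds past the cut are filed as inactive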
mcGAS inh = cyclic GMP-AMP synthase inhibitors, mouse, primary biochemical chemiluminescence; recombinant cGAS, Kinase-Glo ATP depletion luminescence; inhibition, % at 12.5 µM; Q8C6L5; 160,000 compounds, 0.15% hits;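 further: 0% = negative control wells and 100% = reference inhibitor with no enzyme activity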
* marks the source's active call; other numbers are inactive results; & = joins results of further samples. Unless noted, no stated cut-off is given here; in the data, active means inhibition above about 40%; inactive means the rest.

What do the screens show for `O=C(NC(c1ccccc1)c1ccsc1)C1CCN(Cc2ccccn2)CC1` (stereo not drawn)?
hcGAS lum: -4; NPYLR7 ag: 11; mcGAS inh: -2

How did COCc1cc(C)nc(OCC(=O)N/N=C\c2cc(OC)ccc2OC)c1C#N do in these assays?
hcGAS lum: -4; NPYLR7 ag: -7; mcGAS inh: -5

Results for Cc1cc(C(O)c2ncc(-c3cccc4ccccc34)[nH]2)ccc1F (stereo not drawn) ?
hcGAS lum: -9; NPYLR7 ag: 1

What do the screens show for `O=C(NCCCc1ccc(F)cc1)C1CCC(=O)N(CCN2CCOCC2)C1` (stereo not drawn)?
hcGAS lum: -3; NPYLR7 ag: 3

How did COc1ccc(CCc2nc3cc(-c4c(C)noc4C)ccc3n2C[C@H](C)N2CCOCC2)cc1Cl do in these assays?
hcGAS lum: -1; NPYLR7 ag: -1; mcGAS inh: -1

How did CCCc1ccc(S(=O)(=O)N2CCN(CC(=O)Nc3cc(C(C)C)no3)CC2)cc1 do in these assays?
hcGAS lum: -10; NPYLR7 ag: 7

Results for CCCCn1c(=O)c2c(nc3n2CC(C)CN3CCc2ccccc2)n(C)c1=O (stereo not drawn) ?
hcGAS lum: -5; NPYLR7 ag: -1; mcGAS inh: -6

How did O=C(NCC(F)(F)F)C1CCN(c2ccc(Cl)cn2)CC1 do in these assays?
hcGAS lum: -12; NPYLR7 ag: 6

What do the screens show for `C=CCNC(=O)Cc1ccc(NC(=O)CCC)cc1`?
hcGAS lum: -6; NPYLR7 ag: 10

How did COc1ccccc1-c1c(C)nn2c(N3CCN(CC#N)CC3)cc(C)nc12 do in these assays?
hcGAS lum: -3; NPYLR7 ag: 3; mcGAS inh: -6

How did C=CCn1c(SC2CCCCNC2=O)nnc1C1CCS(=O)(=O)C1 (stereo not drawn) do in these assays?
hcGAS lum: 4; NPYLR7 ag: -3

What do the screens show for `COc1ccccc1C(=O)N1CCN(c2ccc(F)cc2F)C(=O)C1C` (stereo not drawn)?
hcGAS lum: -6; NPYLR7 ag: 0; mcGAS inh: -6

Results for NC(=O)c1ccsc1NC(=O)c1ccc(C(F)(F)F)cc1 ?
hcGAS lum: -3; NPYLR7 ag: -3; mcGAS inh: 1

What do the screens show for `CC(=O)Nc1nc(NC(C)=O)c2nc(COC(C)=O)cnc2n1`?
hcGAS lum: 0; NPYLR7 ag: -2

What do the screens show for `O=C(C1COCCN1)N1CCOc2c(O)cc(-c3cccc(Cl)c3)cc2C1` (stereo not drawn)?
hcGAS lum: -5; NPYLR7 ag: 9

Results for C=CCC1(CC=C)CCCN1C(=O)c1cc(C)c(C)c(S(N)(=O)=O)c1 ?
hcGAS lum: -1; NPYLR7 ag: 15; mcGAS inh: -13

How did Nc1nc(N2CCN(Cc3ccccc3)CC2)nc(N2CCCC2)c1[N+](=O)[O-] do in these assays?
hcGAS lum: -4; NPYLR7 ag: 11

Results for CCc1nc2ccc(C(=O)Nc3cc(-c4ccccc4)ccc3OC)cn2c1N(C)C(=O)c1cccc(OC)c1 ?
hcGAS lum: -3; NPYLR7 ag: 5; mcGAS inh: -1

How did COc1ccccc1CNC(=O)CSc1ccc(NC(=O)C2CC2)nn1 do in these assays?
hcGAS lum: 2; NPYLR7 ag: 1

How did CCOC(=O)N1CCN(C(C)C(=O)NC(C)c2ccc(Cl)cc2Cl)CC1 (stereo not drawn) do in these assays?
hcGAS lum: -10; NPYLR7 ag: 5

How did CC(C)(C)NC(=O)N(Cc1ccccc1)CC1CC(c2ccc(Cl)cc2)=NO1 (stereo not drawn) do in these assays?
hcGAS lum: -5; NPYLR7 ag: 26; mcGAS inh: -6

How did CCOC(=O)CC(=O)N1CCN(Cc2cc(=O)c(OCc3cc(C)cc(C)c3)co2)CC1 do in these assays?
hcGAS lum: -1; NPYLR7 ag: 1; mcGAS inh: -5

What do the screens show for `O=C(CN1CCN(C(=O)Nc2ccccc2F)CC1)N1CCCCC1`?
hcGAS lum: -5; NPYLR7 ag: 14

What do the screens show for `COc1cccc(NC(=O)CCC2CCN(C(=O)NCc3ccccc3)CC2)c1`?
hcGAS lum: -9; NPYLR7 ag: -3; mcGAS inh: -12

What do the screens show for `Cc1cccn2c(CNC(=O)[C@H]3C[C@@H]4C=C[C@H]3C4)cnc12`?
hcGAS lum: 1; mcGAS inh: -13

Results for C=CCN(CC(=O)N(Cc1ccco1)Cc1cccn1C)C(=O)Nc1ccc(OC)cc1 ?
hcGAS lum: -11; NPYLR7 ag: 18; mcGAS inh: -4

What do the screens show for `Cc1ccc[n+](C2=C(c3c(C(C)C)[nH]n(-c4ccc(Cl)cc4)c3=O)C(=O)N(C(C)C)C2=O)c1`?
hcGAS lum: -9; NPYLR7 ag: -5; mcGAS inh: -10

How did CC1CC(C)CN(S(=O)(=O)c2ccc(NC(=O)CCl)cc2)C1 (stereo not drawn) do in these assays?
hcGAS lum: 2; NPYLR7 ag: -4

Results for CCc1cc2c(Nc3cccc(C(=O)OC)c3)ncnc2s1 ?
hcGAS lum: -1; NPYLR7 ag: 4; mcGAS inh: -8

Results for N#CC(C(=O)c1ccc(I)cc1)c1nnc2n1CCCCC2 (stereo not drawn) ?
hcGAS lum: -3; NPYLR7 ag: 18; mcGAS inh: -4

Results for CCC(=O)N(c1nnc(SCC(=O)Nc2cc(C)on2)s1)C1CC1 ?
hcGAS lum: -5; NPYLR7 ag: 4

What do the screens show for `COc1ccc(CCN(C)C(=O)C[C@H]2C[C@@H](C(C)=O)C2(C)C)cc1OC`?
hcGAS lum: -5; NPYLR7 ag: 1; mcGAS inh: -3

How did CCc1c(C)nn(CC(=O)NC(C)c2ccc(O)c(F)c2)c1C (stereo not drawn) do in these assays?
hcGAS lum: -9; NPYLR7 ag: 4

How did N#Cc1c(N)n(-c2ccc3ccccc3c2)c2nc3ccccc3nc12 do in these assays?
hcGAS lum: -3; NPYLR7 ag: 8

What do the screens show for `Cc1cc(C(=O)N2CCN(Cc3cc(=O)c(OCc4ccc(C(C)(C)C)cc4)co3)CC2)n(C(C)(C)C)n1`?
hcGAS lum: -9; NPYLR7 ag: 17; mcGAS inh: -5

Results for CCCCS(=O)(=O)NCC1CCCCC1 ?
hcGAS lum: 10; NPYLR7 ag: -4

Results for CC(C)(C)c1cc2nc(-c3ccccc3F)cc(C(=O)NCc3ccccc3)n2n1 ?
hcGAS lum: -1; NPYLR7 ag: -4; mcGAS inh: -1

What do the screens show for `O=C(CN1C(=O)CSC(c2ccccc2F)c2c(-c3ccccc3)nn(-c3ccc(F)cc3)c21)NCc1ccncc1` (stereo not drawn)?
hcGAS lum: -4; NPYLR7 ag: -8; mcGAS inh: -6

Results for CCOC(C)c1nc(CNc2cccc3c2OCCO3)cs1 (stereo not drawn) ?
hcGAS lum: -9; NPYLR7 ag: 8

Results for CC(C)NC(=O)c1nnc2n1CCN(C(=O)c1ccccc1)C2 ?
hcGAS lum: -6; NPYLR7 ag: 4

Results for O=S(=O)(c1ccc(F)cc1)N1CCn2c(nc3ccccc32)C1 ?
hcGAS lum: -4; NPYLR7 ag: 7; mcGAS inh: -3

How did CCSCCNC(=O)c1ccc(-c2cc(-c3cccc4ccccc34)[nH]n2)cc1 do in these assays?
hcGAS lum: 5; NPYLR7 ag: 4; mcGAS inh: 3

How did CCSc1nnc(NC(=O)CSc2nnc(CNC(=O)c3cccs3)n2-c2ccc(Cl)c(Cl)c2)s1 do in these assays?
hcGAS lum: -1; NPYLR7 ag: -7

How did CCOC(=O)C=c1sc(=Cc2ccc(C(=O)OC)cc2)c(=O)n1CC(=O)N1CCOCC1 do in these assays?
hcGAS lum: -5; NPYLR7 ag: -4; mcGAS inh: -4

How did Cc1ccc(N2C(=O)CC(Sc3nnc(C)s3)C2=O)cc1 (stereo not drawn) do in these assays?
hcGAS lum: 6; NPYLR7 ag: -5

What do the screens show for `COc1cc(C(=O)NCC(=O)N=Nc2c(O)[nH]c3ccc([N+](=O)[O-])cc23)cc(OC)c1OC`?
hcGAS lum: -3; NPYLR7 ag: -4

Results for CC(=O)OC(C(=O)N1CCC(CCc2ccccc2)CC1)c1ccccc1 (stereo not drawn) ?
hcGAS lum: -2; NPYLR7 ag: 1; mcGAS inh: -1

What do the screens show for `CCOC(=O)c1c(C)n(-c2ccccc2)c2ccc(OC(=O)c3ccc([N+](=O)[O-])cc3)cc12`?
hcGAS lum: -5; NPYLR7 ag: -3

How did Cc1ccc(Cl)c(Oc2cc(N3CCN(C(=O)/C=C/c4ccccc4)C(C)C3)ncn2)c1 (stereo not drawn) do in these assays?
hcGAS lum: -2; mcGAS inh: -8

What do the screens show for `O=C(/C=C/c1ccccc1)N1CCCN(c2nc(Cc3ccccc3)nc3onc(-c4ccccc4)c23)CC1`?
hcGAS lum: -6; NPYLR7 ag: 18; mcGAS inh: -6

How did Cc1cc(Cl)cc(SCC(=O)O)c1Cl do in these assays?
hcGAS lum: -5; NPYLR7 ag: -9

How did Cc1ccc(Oc2cnn(-c3ccc(F)cc3)c(=O)c2Nc2cccc(C(=O)N3CCN(C)CC3)c2)cc1 do in these assays?
hcGAS lum: 2; NPYLR7 ag: -6; mcGAS inh: 0

Results for COc1ccc2c(C)nc(N3CCC4(CCCN(C)C4=O)C3)nc2c1 (stereo not drawn) ?
hcGAS lum: -2; NPYLR7 ag: 3

What do the screens show for `Cc1nc2c(c(NCc3ccc(C(=O)N4CCCC4)cc3)n1)CCNC2`?
hcGAS lum: 1; NPYLR7 ag: -5; mcGAS inh: -1

Results for O=C(NC1CCN(c2ccccc2C(=O)NCCc2cccs2)CC1)c1cccc(F)c1 ?
hcGAS lum: -1; NPYLR7 ag: 19; mcGAS inh: -4

Results for CC(=Nc1ccc(N(C)C)cc1)C1=C(O)c2ccccc2C1=O ?
hcGAS lum: -7; NPYLR7 ag: -1; mcGAS inh: -5

What do the screens show for `O=C1C=CC(=O)C(c2ccc([N+](=O)[O-])cc2)=C1`?
hcGAS lum: -5; NPYLR7 ag: -4; mcGAS inh: -2

Results for COCCN1CCCc2ccc(NS(=O)(=O)c3ccc(C)s3)cc21 ?
hcGAS lum: -8; NPYLR7 ag: 15

What do the screens show for `O=C(Nc1nnc(Cc2ccccc2)s1)c1ccco1`?
hcGAS lum: 3&-4; NPYLR7 ag: -9&6; mcGAS inh: -5

How did COc1nn2ccsc2c1C(=O)Nc1ccc2ncccc2c1 do in these assays?
hcGAS lum: -7; NPYLR7 ag: 20

Results for COc1ccc2c(c1)C(C)(Cc1cccc(F)c1)C(=O)N2 (stereo not drawn) ?
hcGAS lum: 2; NPYLR7 ag: 3; mcGAS inh: -2

What do the screens show for `COc1ccc(N2C(=O)CC(N3CCN(Cc4ccc5c(c4)OCO5)CC3)C2=O)cc1` (stereo not drawn)?
hcGAS lum: -3; NPYLR7 ag: -1

Results for COc1ccc(S(=O)(=O)NC(=O)C2(C)CCN2C(=O)CCC2CCCC2)cc1OC (stereo not drawn) ?
hcGAS lum: -9; NPYLR7 ag: 0

How did CN1C(=O)C(=Cc2ccc(C#N)cc2)N(C)C1=S do in these assays?
hcGAS lum: 0; NPYLR7 ag: -1

What do the screens show for `Cc1csc2nc(CNC(C)C(C)n3cccn3)cc(=O)n12` (stereo not drawn)?
hcGAS lum: 5; NPYLR7 ag: 3

How did COCCN1CCC(c2[nH]cnc2-c2ccccc2)CC1 do in these assays?
hcGAS lum: 3; NPYLR7 ag: 16

Results for COC1(OC)N=C(N)C2(C#N)C(c3ccc(F)cc3)C12C#N (stereo not drawn) ?
hcGAS lum: 2; NPYLR7 ag: 6

Results for CC(=O)Nc1ccc(CCNC(=O)NCc2cc(F)cc(F)c2)cc1 ?
hcGAS lum: 5; NPYLR7 ag: 9; mcGAS inh: 1
